TSHR antagonist = Antagonists of the Thyroid Stimulating Hormone Receptor: HTS campaign; TSHR-expressing cells, TSH-stimulated cAMP HTRF, 2 h; hits give low values; activity change, negative = inhibition, % at 11.5 µM; AID 504810, 2011; 330,000 tested, 0.2% active; Thyrotropin receptor (Homo sapiens), P16473;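 active = activity change below a set negative limit, meaning inhibition stronger than a set level, cut at about -70% in these data; inconclusive = activity change between two set negative limits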; also: % is scaled to controls: 0 for no effect and ±100 for the full control effect
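Inhibition of cAMP made by TSHR-expressing cells under TSH stimulation (4nM final, EC80; 2 h, 37 deg C) is quantified with a one-step lysis HTRF kit, anti-cAMP cryptate versus cAMP-d2.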
TSG101-PTAP inh = qHTS Assay for Iinhibitors of HIV-1 Budding by Blocking the Interaction of PTAP/TSG101; Potency, µM (top dose mostly 115 µM), for the others: top-dose activity change, negative = inhibition, actives largely listed as inhibitors; Fluorescence polarization, FITC-PTAP peptide / Tsg101 binding; 340,000 tested, under 10 active; Tumor susceptibility gene 101 protein (Homo sapiens), Q99816; active = well fitted inhibition curve with a large enough effect in the main read-out, with a control signal flat, not every such curve was filed as active; inconclusive = small, poorly fitted or top-dose-only effect, or effect the other way, or a change in a side signal; inactive = no such curve, though single readings can be large or run the other way; also: potency is read from the fitted curve at half-maximal effect; % of control where 0% means no effect
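Fluorescence polarization binding of Tsg101 binding domain (10 uM final) to FITC-labeled PTAP peptide (50 nM final) in HEPES pH 7.5 buffer with NaCl, Tween 20, EDTA, TCEP. Compounds added before peptide; binding 20 min at RT.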
Integrin act MD = qHTS for Activators of Integrin-Mediated Alleviation for Muscular Dystrophy; AID 624291, 2012; 350,000 tested, 0.064% active; alpha7betagal myoblasts, beta-gal FDG fluorescence, 48 h; Potency, µM (top dose mostly 38.3 µM), inactives show at the top dose activation, hits mostly activators;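 also: potency is read from the fitted curve at half-maximal effect; 100% = response of the positive control SU9516; nearly all actives have a fitted effect of over 60% in size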
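alpha7betagal+/- myoblasts (passage 13, 250/well) treated 48 h at 37C with compounds at 1:260 dilution of DMSO stock. Lysed, then beta-galactosidase activity read as FDG fluorescence (ex 480/em 540) after 30 min, with pre-read for autofluorescence.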
AT treatment = qHTS Assay for Identifying a Potential Treatment of Ataxia-Telangiectasia. 320,000 tested, 0.19% active. AID 485349, 2010. Potency, µM (doses to about 57.5 µM), inactives show at the top dose activation, usual class: activators. […] A-T fibroblasts, KAP-1 phosphorylation AlphaLISA; neocarzinostatin DNA damage 30 min before lysis; also: potency is read from the fitted curve at half-maximal effect; % of control where 0% means no effect; nearly all actives have a fitted effect of over 45% in size
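ATM-like activity read as KAP-1 phosphorylation via AlphaLISA donor/acceptor antibody pairs after lysis and 6 hr at 25C. Cells were ATM-null patient fibroblasts ([…], hTERT), dosed 60 min, then exposed to the DSB inducer NCS for 30 min.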
Eya2 inh = qHTS Assay for Inhibitors of the Phosphatase Activity of Eya2 | AID 488837, 2010 | Protein phosphatase EYA2 (Homo sapiens), O00167 | 330,000 tested, 0.006% active | recombinant Eya2, OMFP fluorescence dephosphorylation (OMFP is methylfluorescein phosphate) | Potency, µM (series often up to 76.9 µM), for inactives: at the top dose activity, negative = inhibition, hits mostly inhibitors; also: potency is read from the fitted curve at half-maximal effect; % is scaled to controls: 0 for no effect and ±100 for the full control effect
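Eya2 (0.2 uM) preincubated 10 min at ambient with compound, then OMFP substrate added at 50 uM; 10 min reaction in 50 mM HEPES pH 7.5, 50 mM NaCl, 5 uM MgCl2, 0.05% BSA, 1 mM DTT. Fluorescence read at Ex 485/Em 525 nm.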
BCR signal inh = qHTS Assay to Find Inhibitors of Chronic Active B-Cell Receptor Signaling | Potency, µM (top dose mostly 46.1 µM), for the others: at the top dose ratio change, negative = lower green/red ratio, most hits filed as inhibitors | AID 493014, 2011 | 340,000 tested, 0.05% active | ABC-DLBCL IkBa-CBG/CBR reporter, luminescence ratio, 4 h; active = well fitted inhibition curve with a large enough effect in the signal ratio, with a control signal flat, not every such curve was filed as active; inconclusive = small, poorly fitted or top-dose-only effect, or effect the other way, or a change in a side signal; the % refers to the signal ratio;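 also: potency is read from the fitted curve at half-maximal effect; plate controls were basal doxycycline-induced cells for no effect and cells given 10 µM MG132 for full effect; MG132 reads +100%, hits lower the ratio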
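TMD8 ABC-DLBCL cells carrying doxycycline-inducible green luciferase fused to IkappaBalpha plus unfused red luciferase were exposed to compounds (up to 46 uM) for 4 hrs at 37C. Activity came from the overlap-corrected green/red luminescence ratio.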
Mito fusion act = qHTS Assay for Small Molecule Inhibitors of Mitochondrial Division or Activators of Mitochondrial Fusion. S. cerevisiae fusion-defective mutant growth rescue, CellTiterGlo 48 h. Potency, µM (top dose mostly 46.1 µM), inactives show at the highest dose growth rescue (activation), usual class: activators. 320,000 tested, 0.23% active. AID 485298, 2010;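 also: potency is read from the fitted curve at half-maximal effect; % of control where 0% means no effect; nearly all actives have a fitted effect of over 45% in size; temperature-sensitive fusion mutants such as fzo1-1 at 37 °C on non-fermentable ethanol glycerol medium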
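Temperature-sensitive fusion-defective S. cerevisiae (e.g. fzo1-1, mgm1-5) were grown with compound in YPEG medium (3% ethanol, 3% glycerol) for 48 hours at 37C. Growth rescue was measured as viability by CellTiterGlo luminescence after 10 minutes at ambient.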
ELG1 repair inh = qHTS screen for small molecules that inhibit ELG1-dependent DNA repair in human embryonic kidney (HEK293T) cells expressing luciferase-tagged ELG1; 330,000 tested, 2.3% active; HEK293T ELG1-luciferase reporter, luminescence, 16 h; DNA damage induced by 5-fluorouridine; AID 504467, 2011; Potency, µM (highest dose often 46.1 µM), for the others: at the top dose activity change, negative = inhibition, actives largely listed as inhibitors; also: potency is read from the fitted curve at half-maximal effect; % is scaled to controls: 0 for no effect and ±100 for the full control effect; nearly all actives have a fitted effect of over 55% in size
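Cells (2,000 per well) received 5-fluorouridine plus test compound or DMSO and were incubated 16 hr at 37 °C, 5% CO2. Luciferase activity was read by luminescence 30 min after ONE-Glo addition; signal suppression marked inhibition of damage-induced ELG1 function.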
S-ASM inh = Inhibitors of Secretory Acid Sphingomyelinase (S-ASM): qHTS | Sphingomyelin phosphodiesterase (Homo sapiens), P17405 | placental ASM, HMU-PC fluorogenic substrate, 60 min | 340,000 tested, 0.006% active | Potency, µM (titrated, usually from 57.5 µM), for the others: at the highest dose activity change, negative = inhibition, hits mostly inhibitors; also: potency is read from the fitted curve at half-maximal effect
Target sequence (P17405 47-631 limits assumed): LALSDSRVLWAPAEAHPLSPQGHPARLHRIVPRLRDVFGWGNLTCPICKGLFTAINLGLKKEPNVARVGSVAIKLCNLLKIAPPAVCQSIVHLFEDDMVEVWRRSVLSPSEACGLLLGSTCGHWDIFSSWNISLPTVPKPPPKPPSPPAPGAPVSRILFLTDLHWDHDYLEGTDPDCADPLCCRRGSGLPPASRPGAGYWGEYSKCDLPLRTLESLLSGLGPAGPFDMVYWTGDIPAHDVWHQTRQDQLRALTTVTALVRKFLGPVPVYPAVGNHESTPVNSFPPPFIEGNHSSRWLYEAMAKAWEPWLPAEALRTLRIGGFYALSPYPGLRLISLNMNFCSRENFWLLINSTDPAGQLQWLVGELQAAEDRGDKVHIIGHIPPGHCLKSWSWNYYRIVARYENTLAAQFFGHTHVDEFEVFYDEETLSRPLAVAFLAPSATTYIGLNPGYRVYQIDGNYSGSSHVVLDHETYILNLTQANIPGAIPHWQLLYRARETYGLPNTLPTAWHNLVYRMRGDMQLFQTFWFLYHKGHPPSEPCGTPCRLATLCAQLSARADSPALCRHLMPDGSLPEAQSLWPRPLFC
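Human placenta-derived ASM enzyme was preincubated with compound for 10 minutes at room temperature, then given fluorogenic substrate HMU-PC0 (9 uM final) for 60 minutes at 37 °C; a pH 10 stop preceded fluorescence reading at Ex 386/Em 447 nm.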
Tb PFK block = qHTS Assay to Find Inhibitors of T. brucei phosphofructokinase; ATP-dependent 6-phosphofructokinase (Trypanosoma brucei brucei), O15648; T. brucei PFK, ADP-Glo luminescence; Potency, µM (series often up to 57.5 µM), without a hit: at the highest dose activity, negative = inhibition, usual class: inhibitors; 330,000 tested, 0.17% active;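 also: potency is read from the fitted curve at half-maximal effect; 0% = uninhibited 1x PFK enzyme wells and -100% = no-enzyme wells; nearly all actives have a fitted effect of over 60% in size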
Target sequence (O15648 whole entry, looked up): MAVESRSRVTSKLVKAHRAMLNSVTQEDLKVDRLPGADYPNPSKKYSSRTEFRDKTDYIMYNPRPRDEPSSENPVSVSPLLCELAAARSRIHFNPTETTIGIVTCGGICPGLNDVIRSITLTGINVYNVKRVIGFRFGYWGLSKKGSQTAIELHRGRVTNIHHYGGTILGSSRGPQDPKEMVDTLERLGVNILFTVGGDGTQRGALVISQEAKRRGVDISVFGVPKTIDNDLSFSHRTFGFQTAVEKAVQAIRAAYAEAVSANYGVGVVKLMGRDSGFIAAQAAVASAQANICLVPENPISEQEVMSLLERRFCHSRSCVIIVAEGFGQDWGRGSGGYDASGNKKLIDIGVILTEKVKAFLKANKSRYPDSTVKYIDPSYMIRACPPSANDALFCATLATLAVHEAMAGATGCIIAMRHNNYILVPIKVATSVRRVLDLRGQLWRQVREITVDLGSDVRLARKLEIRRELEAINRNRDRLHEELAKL
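In TEA buffer at pH 8.0 with 5 mM MgCl2, enzyme (1.25 nM) converted F6P (0.5 mM) and ATP (0.1 mM) for 45 min at room temperature. ADP product was read by luciferase luminescence.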
TCR act = Activators of T cell receptors: qHTS campaign. primary human leukocytes, anti-CD3, IL-2 HTRF, 48 h. Potency, µM (top dose mostly 9.22 µM), for the others: top-dose activation of IL-2 secretion, actives largely listed as activators. 330,000 tested, under 10 active. AID 504894, 2011; also: % of control where 0% means no effect
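Primary human leukocytes incubated 48 hr with anti-CD3 beads plus compound, without co-stimulation. Secreted IL-2 measured by HTRF (europium cryptate/d2 anti-IL-2 pair, 320 nm excitation, 665 nm emission).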
An asterisk follows results filed as active; & = joins results of further samples; [ ] = remark or other dose. Unless noted, calls follow the shape of the dose curve; as a rule, active = well fitted curve in the direction sought with a large enough effect; inconclusive = small, poorly fitted or top-dose-only effect, or another doubt; inactive = no such curve, though single readings can be large; an effect the other way counts as inactive or inconclusive. An unsorted share of the library; any-hit rate near 3.2%.

N#CCCN(C(=O)COC(=O)CSc1ccc(Cl)cc1)c1ccccc1 was read as TSG101-PTAP inh 0%, Integrin act MD 18%, AT treatment 0%, Eya2 inh -2%, BCR signal inh 3%, ELG1 repair inh 0%, S-ASM inh 1%, Tb PFK block 0% and TCR act -3%.
Screening CCOc1ccc(C(CC(=O)O)NC(=O)COc2ccccc2)cc1 (configuration not stated) returned TSHR antagonist 11, TSG101-PTAP inh -7%, Integrin act MD 1%, AT treatment -2%, Eya2 inh 8%, BCR signal inh 5%, Mito fusion act -1%, ELG1 repair inh -7%, S-ASM inh 2%, Tb PFK block 1% and TCR act 10%.
CC(=O)NCCn1c(SCC(=O)Nc2ccc(C)cc2)nc2ccccc2c1=O was read as TSHR antagonist 13, TSG101-PTAP inh -1%, Integrin act MD -15%, AT treatment 4%, Eya2 inh -10%, BCR signal inh 1%&13%, Mito fusion act 0%, ELG1 repair inh 0%, S-ASM inh 1%, Tb PFK block -2% and TCR act 5%.
For CC(C)[C@@H](CO)NS(=O)(=O)c1ccc(Br)cc1F the results were TSHR antagonist 2, TSG101-PTAP inh 0%, Integrin act MD 11%, AT treatment -1%, Eya2 inh 6%, BCR signal inh 0%, ELG1 repair inh inconclusive, S-ASM inh 0%, Tb PFK block 1% and TCR act 2%[46.1 µM].
Screening O=C1CCC2c3ccc4ccccc4c3CCN12 (configuration not stated) returned TSHR antagonist -8, TSG101-PTAP inh -4%, Integrin act MD -5%, AT treatment 0%, Eya2 inh -2%, BCR signal inh -3%, Mito fusion act 0%, ELG1 repair inh 2%, S-ASM inh -3%, Tb PFK block -3% and TCR act 4%[46.1 µM].
`COc1ccccc1-c1nnc(NC(=O)c2ccc3c(c2)OCO3)s1` gave TSHR antagonist -9, TSG101-PTAP inh 0%, Integrin act MD 31%, AT treatment 2%, Eya2 inh -2%, BCR signal inh inconclusive, Mito fusion act -1%, ELG1 repair inh -5%, S-ASM inh -4%, Tb PFK block -2% and TCR act -23%.
Screening COc1cc(C(=O)NCc2ccc3[nH]c(C)cc3c2)cc(OC)c1OC returned TSHR antagonist 1, TSG101-PTAP inh -1%, Integrin act MD 8%, AT treatment -2%, Eya2 inh -13%, BCR signal inh -6%, Mito fusion act 2%, ELG1 repair inh 0%, S-ASM inh -2%, Tb PFK block 2% and TCR act 8%.
For O=C(O)/C=C/C(=O)NCc1csc2ccccc12 the results were TSHR antagonist 4, TSG101-PTAP inh -3%, Integrin act MD -4%, AT treatment 5%, Eya2 inh -10%, BCR signal inh 3%, Mito fusion act -8%, ELG1 repair inh -10%, S-ASM inh 2%, Tb PFK block -8% and TCR act 0%.
`CN(C)CCNC(C(=O)Nc1cc(Cl)cc(Cl)c1)c1ccccc1` (configuration not stated) gave TSHR antagonist 7, TSG101-PTAP inh -5%, Integrin act MD -48%[inhibitor], AT treatment -3%, Eya2 inh -7%, BCR signal inh 0%, Mito fusion act 12%, ELG1 repair inh -6%, S-ASM inh -3%, Tb PFK block 2% and TCR act 2%.
For c1ccc(-c2nc(NCc3ccco3)c3oc4ccccc4c3n2)cc1 the results were TSHR antagonist 14, TSG101-PTAP inh 1%, Integrin act MD 1%, AT treatment 6%, Eya2 inh 6%, BCR signal inh inconclusive, Mito fusion act -3%, ELG1 repair inh -17%, S-ASM inh -14%, Tb PFK block 1% and TCR act 2%.
Screening COC(=O)CSc1n[nH]c(=S)s1 returned TSHR antagonist 0, TSG101-PTAP inh 1%, Integrin act MD 0%, AT treatment -14%, Eya2 inh 3%, BCR signal inh 1%, Mito fusion act -3%, ELG1 repair inh 0%, S-ASM inh 3%, Tb PFK block 4% and TCR act -8%.
For CCOc1ccc(N(C(C)=O)c2nc(C)cc(C)c2C#N)cc1 the results were TSHR antagonist -10, TSG101-PTAP inh 2%, Integrin act MD 5%, Eya2 inh 6%, BCR signal inh -27%, Mito fusion act 1%, ELG1 repair inh 4%, S-ASM inh -2%, Tb PFK block 4% and TCR act 0%[46.1 µM].
Screening C=CCNC(=O)CSc1n[nH]c(-c2cc(Cl)ccc2OC)n1 returned TSHR antagonist -9, TSG101-PTAP inh 1%, Integrin act MD 4%, AT treatment -2%, Eya2 inh 5%, BCR signal inh 7%, Mito fusion act -1%, ELG1 repair inh 0%, S-ASM inh -6%, Tb PFK block -2% and TCR act 1%.
O=C(CCNC(=O)c1ccccc1)OCC(=O)c1ccccc1 was read as TSHR antagonist 16, TSG101-PTAP inh -6%, Integrin act MD -13%, AT treatment -3%, Eya2 inh -6%, BCR signal inh -2%, Mito fusion act -10%, ELG1 repair inh 13%, S-ASM inh 3%, Tb PFK block -1% and TCR act -5%.
Screening N#C/C(=C\c1cccs1)C(=O)c1ccccc1Cl returned TSHR antagonist -12, TSG101-PTAP inh 0%, Integrin act MD -26%, AT treatment -15%, Eya2 inh 2%, BCR signal inh inconclusive, Mito fusion act 0%, ELG1 repair inh inconclusive, S-ASM inh -3%, Tb PFK block inconclusive and TCR act -1%.
CN(C)CC1CCCCC1OC(=O)c1ccc(Cl)cc1 (configuration not stated) was read as TSHR antagonist 12, TSG101-PTAP inh -1%, Integrin act MD 24%, AT treatment -3%, Eya2 inh 5%, BCR signal inh -24%, Mito fusion act -5%, ELG1 repair inh 4%, S-ASM inh 5%, Tb PFK block 3% and TCR act -3%[46.1 µM].
For Cc1ccc(N(C(=O)CNC(=O)c2ccco2)C(C(=O)NCC2CCCO2)c2ccccc2)cc1C (configuration not stated) the results were TSHR antagonist 30, TSG101-PTAP inh -4%, Integrin act MD 20%, AT treatment 15%, Eya2 inh -13%, BCR signal inh -1%, Mito fusion act -3%, ELG1 repair inh inconclusive, S-ASM inh 3%, Tb PFK block -2% and TCR act -8%.
`CCCCN1C=CC(=C2C(=O)c3ccccc3C2=O)C=C1` gave TSHR antagonist 25, TSG101-PTAP inh -4%, Integrin act MD 13%, AT treatment -2%, Eya2 inh -12%, BCR signal inh inconclusive, Mito fusion act 4%, ELG1 repair inh inconclusive, S-ASM inh -13%, Tb PFK block -10% and TCR act -2%.
`CC1CCN(S(=O)(=O)c2ccc(C(C)C)cc2)CC1` gave TSHR antagonist 1, TSG101-PTAP inh 1%, Integrin act MD -26%, AT treatment -5%, Eya2 inh -5%, BCR signal inh -11%, Mito fusion act -3%, ELG1 repair inh -13%, S-ASM inh 0%, Tb PFK block 12% and TCR act 2%.
For COc1cc(CNC2CCCCCCC2)c(Br)cc1OCCO the results were TSHR antagonist -3, TSG101-PTAP inh -6%, Integrin act MD 0%, AT treatment 13%, Eya2 inh -1%, BCR signal inh -3%, Mito fusion act -8%, ELG1 repair inh -3%, S-ASM inh 5%, Tb PFK block 2% and TCR act -7%.
